KinaseGlo FLuc = Kinase-Glo luciferase inhibition (counter-screen); Kinase-Glo luciferase, ATP luminescence, 8 min; 0.28% of 200,000 active; Q27757; Potency, µM (doses to about 38.3 µM), without a hit: at the highest dose activity change, negative = inhibition, actives largely listed as inhibitors; AID 1379; note: potency is the fitted concentration of half-maximal effect; % is set by controls: 0 for no effect and ±100 for the full control effect; nearly all actives have a fitted effect of over 60% in size
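Compound is pinned into ATP-containing buffer (10 uM ATP, imidazole pH 7.2, 7 mM MgCl2). Kinase-Glo luciferase reagent is then added. Light output is recorded following an 8-min room-temperature incubation.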
Epigenetic derep = derepresses silenced GFP reporter in murine cells. 0.2% of 280,000 active. murine LDR cells, GFP reporter derepression, 30 h. Potency, µM (highest dose often 53.9 µM), for inactives: at the top dose GFP activation, hits mostly activators; note: potency is the fitted concentration of half-maximal effect; % of control where 0% means no effect; nearly all actives have a fitted effect of over 60% in size
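GFP-positive cell count by laser-scanning cytometry (objects 20–120 um) after 30 h, 37 C compound exposure of murine LDR cells; reporter is CMV-GFP integrated at a silenced locus, inducible by HDAC or DNMT inhibitors.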
HttQ103 aggreg = inhibitors of mutant huntingtin aggregate formation in PC12 cells; PC12 HttQ103-GFP aggregates, Acumen cytometry, 40 h; 1.1% of 220,000 active; Potency, µM (highest dose often 46.1 µM), inactives show at the highest dose activity change, negative = inhibition, usual class: inhibitors; note: potency is the fitted concentration of half-maximal effect; % is set by controls: 0 for no effect and ±100 for the full control effect; nearly all actives have a fitted effect of over 60% in size
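PC12 cells stably carrying ecdysone-inducible HTT exon 1 Q103–GFP were induced with tebufenozide (100 nM final) and treated with library compounds in titration. GFP aggregates in lysates were counted by laser scanning cytometry.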
L3MBTL1 block = L3MBTL1 (human) inhibition; Q9Y468; AlphaScreen L3MBTL1–H3K9me1 peptide binding; Potency, µM (doses to about 57.1 µM), without a hit: at the highest dose activity, negative = inhibition, most hits filed as inhibitors; 0.66% of 230,000 active; AID 485360; note: potency is the fitted concentration of half-maximal effect; % is set by controls: 0 for no effect and ±100 for the full control effect; nearly all actives have a fitted effect of over 60% in size
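L3MBTL1 50 nM + b-AHA-H3(1-15)K9me1 75 nM, 30 min RT; compound added, 30 min RT; streptavidin donor/Ni-chelate acceptor beads 10 ug/mL each final, 30 min RT dark; AlphaScreen read.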
NPSR antagonist = blocks cAMP signaling of the human neuropeptide S receptor; Q6W5P4; CHO-NPSR cells, cAMP TR-FRET, antagonist mode; Potency, µM (series often up to 38.3 µM), without a hit: top-dose activity change, negative = inhibition, usual class: inhibitors; 1% of 220,000 active; AID 1461; note: potency is the fitted concentration of half-maximal effect; % is set by controls: 0 for no effect and ±100 for the full control effect; nearly all actives have a fitted effect of over 50% in size; many of its hits are not listed in these tables
Target sequence (Q6W5P4 whole entry, looked up): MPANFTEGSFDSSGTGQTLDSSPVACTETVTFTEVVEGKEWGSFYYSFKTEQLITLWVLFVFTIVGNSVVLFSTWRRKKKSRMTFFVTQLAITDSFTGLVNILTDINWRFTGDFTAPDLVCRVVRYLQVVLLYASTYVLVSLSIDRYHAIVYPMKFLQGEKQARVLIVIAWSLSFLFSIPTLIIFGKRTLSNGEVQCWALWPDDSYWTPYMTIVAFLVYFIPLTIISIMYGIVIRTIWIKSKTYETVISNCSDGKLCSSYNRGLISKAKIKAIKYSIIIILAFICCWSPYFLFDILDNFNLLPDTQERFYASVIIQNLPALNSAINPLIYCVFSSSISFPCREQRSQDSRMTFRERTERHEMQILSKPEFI
CBFb RUNX1 block = CBF-beta/RUNX1 interaction disruption | AlphaScreen CBFb-His/RUNX1-biotin binding, biochemical | Potency, µM (top dose mostly 59.8 µM), for the others: at the top dose activity, negative = inhibition, hits mostly inhibitors | 230,000 tested, under 10 active; note: % of control where 0% means no effect
Target sequence (Q01196 whole entry, looked up): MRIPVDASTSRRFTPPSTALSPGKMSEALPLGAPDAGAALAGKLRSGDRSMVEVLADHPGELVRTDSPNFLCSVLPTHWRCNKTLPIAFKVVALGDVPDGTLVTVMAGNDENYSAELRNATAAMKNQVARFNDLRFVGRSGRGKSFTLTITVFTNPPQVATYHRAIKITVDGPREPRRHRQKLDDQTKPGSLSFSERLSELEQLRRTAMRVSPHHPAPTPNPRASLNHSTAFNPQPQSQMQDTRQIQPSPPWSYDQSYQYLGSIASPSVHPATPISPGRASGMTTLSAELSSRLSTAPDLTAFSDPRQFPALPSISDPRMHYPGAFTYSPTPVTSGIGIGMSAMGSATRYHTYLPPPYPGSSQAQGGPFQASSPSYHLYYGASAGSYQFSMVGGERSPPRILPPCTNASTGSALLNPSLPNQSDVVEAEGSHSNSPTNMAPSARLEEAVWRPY
Target sequence (Q13951 whole entry, looked up): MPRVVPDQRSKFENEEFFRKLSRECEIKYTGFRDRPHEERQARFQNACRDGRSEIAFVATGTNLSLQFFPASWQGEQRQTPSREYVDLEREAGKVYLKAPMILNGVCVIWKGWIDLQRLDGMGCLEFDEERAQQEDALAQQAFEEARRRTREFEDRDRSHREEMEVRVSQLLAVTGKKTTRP
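His-tagged CBF-beta and biotinylated RUNX1 (30 nM each) were premixed 20 min at room temperature, exposed to compound for 15 min, then given nickel-chelate and streptavidin AlphaScreen beads (50 ng each). After 90 min, AlphaScreen signal was read.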
IMPase Li cell = cell-permeable IMPase inhibitors with lithium potentiation. 0.35% of 210,000 active. CHO-M1 cells, IP1 TR-FRET (IP-One), carbachol + lithium. Potency, µM (top dose mostly 59.4 µM), for inactives: at the highest dose activity, negative = IMPase inhibition, hits mostly inhibitors. AID 1457;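 note: IP1 builds up when IMPase is blocked and the TR-FRET signal falls; potency is the fitted concentration of half-maximal effect; plate controls were basal vehicle for no effect and high inhibitor control for full effect; nearly all actives have a fitted effect of over 50% in size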
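CHO cells stably expressing M1 receptor (2000/well) were cultured 16–30 h, then exposed to compounds with a small lithium addition for 30 min at 37C. IP1 was measured by TR-FRET competition; AC50 from Hill fits.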
An asterisk follows results filed as active; u = inconclusive; x = no result given; & = joins results of further samples; [ ] = remark or other dose. Calls come from the whole dose curve; as a rule, active = well fitted curve in the direction sought with a large enough effect; inconclusive = small, poorly fitted or top-dose-only effect, or another doubt; inactive = no such curve, though single readings can be large; an effect the other way counts as inactive or inconclusive. Not all compounds are listed, so the mix of outcomes need not match the whole.

[1] c1ccc(Sc2cnc3ccccc3n2)cc1
[2] COC(=O)c1c(C)nsc1NC(=O)Oc1ccccc1
[3] Cc1ccc(Cn2nnc3c(=O)[nH]c(C4CCCN(C(=O)Nc5ccc(F)cc5)C4)nc32)cc1 (stereo unspecified)
[4] CCOC(=O)N/N=C/c1c(F)cccc1F
[5] CC(=O)N1CCN(Cc2nc3cc(NC(=O)c4ccccc4Cl)ccc3n2C)CC1
[6] N#Cc1nc(Cc2ccccc2)oc1N1CCC(C(N)=O)CC1
assay / compound,1,2,3,4,5,6
KinaseGlo FLuc,-7%,-4%,x,-4%,-1%,-5%
Epigenetic derep,-0.7%,-1.8%,2.6%,-1.1%,1.0%,-1.0%
HttQ103 aggreg,u,-3%,-11%,-18%,x,0%
L3MBTL1 block,x,x,10%,8%,10%,x
NPSR antagonist,-7%[46.1 µM],5%,u,6%,0%,-4%[46.1 µM]
CBFb RUNX1 block,7%,-2%,1%,-1%,5%,5%
IMPase Li cell,13µM*,-4%,x,-3%,1%,9%[38.3 µM]

[7] Cc1ccc(S(=O)(=O)N2CCN(c3ccc([N+](=O)[O-])c(NCCN4CCOCC4)c3)CC2)cc1
[8] COc1cc(-c2cc(=O)c3c(O)cc(O)cc3o2)ccc1O
[9] COc1ccc(-c2cc(C(=O)NCC3CCCO3)c3cc(C)ccc3n2)cc1 (stereo unspecified)
[10] O=C(NNC(=O)c1cc(OCC(F)(F)F)ccc1OCC(F)(F)F)c1cccc(C(F)(F)F)c1
[11] O=C(O)CC(NCc1ccco1)C(=O)Nc1cccc(O)c1 (stereo unspecified)
[12] COc1ccc(NC(=S)NNC(=O)COc2ccc(Cl)cc2Cl)cc1
assay / compound,7,8,9,10,11,12
KinaseGlo FLuc,3%,x,-2%,-1%,x,8%
Epigenetic derep,1.0%,-0.7%,-1.3%,2.5%,3.3%,0.0%
HttQ103 aggreg,-1%,22%[9.22 µM],1%[9.22 µM],u,-4%[9.22 µM],6%
L3MBTL1 block,-13%,2%,-24%,5%,x,-4%
NPSR antagonist,0%,16%,-19%,-18%[46.1 µM],17%,-16%
CBFb RUNX1 block,-1%,-1%&6%,5%,6%,-3%,-4%
IMPase Li cell,-10%,3%,4%,1%[38.3 µM],x,0%

[13] O=c1cc(O)n(-c2ccccc2F)c(=S)[nH]1
[14] O=C(NCCOCc1ccc(Cl)cc1)c1ncn[nH]1
[15] COc1ccc(N(Cc2ccccc2)C(=O)c2ccccc2[N+](=O)[O-])cc1
[16] COc1ccc2c(c1)CC1c3c(cc4c(c3-2)OCO4)CC[N+]1(C)[O-] (stereo unspecified)
[17] O=C1NC2(CCCCC2)C(=O)N1CCN1C(=O)c2ccccc2C1=O
[18] c1ccc(CNc2ccc3c(c2)ncn3C2CCCCC2)nc1
assay / compound,13,14,15,16,17,18
KinaseGlo FLuc,-4%,1%,-2%,x,3%,3%
Epigenetic derep,-0.7%,-1.9%,1.0%,-3.6%,-0.1%,-3.0%
HttQ103 aggreg,12%,-16%,-29%,28%[9.22 µM],5%,2%
L3MBTL1 block,0%,5%,x,x,2%,u
NPSR antagonist,0%[46.1 µM],15%,-10%[46.1 µM],24%,8%,-9%[46.1 µM]
CBFb RUNX1 block,1%,-5%,1%,2%,10%,-7%
IMPase Li cell,10%[38.3 µM],-13%,48%[activator][38.3 µM],x,0%,25%[38.3 µM]

[19] COc1cc(-c2nc(CN(C)Cc3nnc(C)o3)c(C)o2)ccc1F
[20] Cc1ccc(C(=O)Nc2cc3ccccc3oc2=O)cc1
[21] Cc1nc(CCNC(=O)CC2C(=O)NCCN2Cc2ccc(F)cc2)sc1C (stereo unspecified)
[22] Cc1ccc(C(=O)NCc2ccco2)cc1S(=O)(=O)Nc1cccc(C)c1C
[23] CCCn1c(-c2ccc(F)cc2)nc2c(NC(C)CN(C)C)nc(C)nc21 (stereo unspecified)
[24] CC(C)(C)Cc1nnc(NC(=O)Cc2cccs2)s1
assay / compound,19,20,21,22,23,24
KinaseGlo FLuc,-4%,8.9µM*,7%,-4%,-2%,0%
Epigenetic derep,0.0%,1.9%,-8.5%,0.8%,1.0%,-1.1%
HttQ103 aggreg,27%[9.22 µM],-2%,-4%,-10%,x,-10%[9.22 µM]
L3MBTL1 block,-24%,7%,1%,x,x,0%
NPSR antagonist,1%,-3%,-5%,-15%[46.1 µM],x,-1%
CBFb RUNX1 block,9%,3%,8%,-8%,7%,-3%
IMPase Li cell,-4%,-7%,-2%,17%[38.3 µM],3%,-2%

One compound at a time (already shown). Order of screens: KinaseGlo FLuc	Epigenetic derep	HttQ103 aggreg	L3MBTL1 block	NPSR antagonist	CBFb RUNX1 block	IMPase Li cell
Cc1nc(CCNC(=O)CC2C(=O)NCCN2Cc2ccc(F)cc2)sc1C (stereo unspecified) is listed with 7%	-8.5%	-4%	1%	-5%	8%	-2%
CC(C)(C)Cc1nnc(NC(=O)Cc2cccs2)s1 is listed with 0%	-1.1%	-10%[9.22 µM]	0%	-1%	-3%	-2%
Cc1ccc(C(=O)Nc2cc3ccccc3oc2=O)cc1 is listed with 8.9µM*	1.9%	-2%	7%	-3%	3%	-7%

Next section
[25] CCNC(=S)N/N=C/c1ccc(-c2ccccc2)o1
[26] Cc1nn(C)c(C)c1S(=O)(=O)N1CCC(C(=O)NC2CCCCC2)CC1
[27] CCNc1nc(NOC)nc(OCC#N)n1
[28] CN1CCC(OC(=O)COc2ccc(F)cc2)CC1
[29] CCOc1ccc(-c2nc(=S)[nH][nH]2)cc1
[30] Cc1[nH]c2ccccc2c1/C=N\NC(=O)Cn1nnc(-c2ccccc2)n1
assay / compound,25,26,27,28,29,30
KinaseGlo FLuc,u,-5%,2%,3%,-1%,0%
Epigenetic derep,0.0%,-1.9%,-1.0%,0.0%,0.9%,0.0%
HttQ103 aggreg,-17%,16%,13%,1%,17%,-5%
L3MBTL1 block,-18%,-1%,-2%,x,1%,10%
NPSR antagonist,-26%,-6%[46.1 µM],19%,9%,u,12%
CBFb RUNX1 block,-1%,1%,-1%,-3%,-2%,-3%
IMPase Li cell,19%,3%[38.3 µM],-3%,19%,-14%[38.3 µM],6%

[31] COc1cc(CSc2ncn[nH]2)c(OC)cc1CSc1ncn[nH]1
[32] CCNc1cc(N2CCCC2)ccc1[N+](=O)[O-]
[33] CC(=O)Oc1cc(OC(C)=O)c2c(=O)cc(-c3ccc(OC(C)=O)c(OC(C)=O)c3)oc2c1
[34] CCN(CC)CCNC(=S)Nc1ccc2nc3n(c(=O)c2c1)CCCCC3
[35] CCOc1ccc(Cn2c(=O)sc3ccccc32)cc1OC
[36] COC(=O)c1ccccc1N1C(=O)[C@@H]2C(c3ccc(F)cc3)=NO[C@@H]2C1=O
assay / compound,31,32,33,34,35,36
KinaseGlo FLuc,-1%,2%,-15%,-3%,x,0%
Epigenetic derep,-1.1%,-3.2%,2.0%,1.1%,1.6%,-2.7%
HttQ103 aggreg,-3%,-8%,x,11%,7%[9.22 µM],-5%
L3MBTL1 block,6%,-10%,x,-14%,x,-2%
NPSR antagonist,4%[46.1 µM],0%,x,8%,-10%,0%[46.1 µM]
CBFb RUNX1 block,4%,-17%,-6%[21.7 µM],10%,1%,9%
IMPase Li cell,7%[38.3 µM],8%,20%,21%,x,-6%[38.3 µM]

[37] CCn1c(COc2ccccc2C)nnc1SCC(=O)N1CCN(c2ccccc2)CC1
[38] CC(C)(C)C1CCC(=NNC(=O)C(=O)NC2CCCCC2)CC1 (stereo unspecified)
[39] COc1ccccc1/C=C/C(=O)NCC(=O)N/N=C/c1ccccc1
[40] COc1cccc2cc(C(C)N(CCCN3CCOCC3)C(=O)Nc3ccc(Cl)cc3)oc12 (stereo unspecified)
[41] COc1ccccc1-n1c(C)nnc1SCC(=O)NCc1ccccc1
[42] COc1ccc(C(=O)NNC(=O)c2cnccn2)cc1[N+](=O)[O-]
assay / compound,37,38,39,40,41,42
KinaseGlo FLuc,3%,-2%,2%,x,-1%,2%
Epigenetic derep,0.0%,-0.9%,-0.8%,-1.1%,-0.8%,1.8%
HttQ103 aggreg,-20%,15%,-6%,u,-8%,10%[9.22 µM]
L3MBTL1 block,-5%,-7%,x,-16%,36%[activator],x
NPSR antagonist,-8%[46.1 µM],35%,3%,u,-11%[46.1 µM],4%[46.1 µM]
CBFb RUNX1 block,0%,-8%,-11%,-2%,-3%,-7%
IMPase Li cell,-4%,-7%,-14%,x,8%,14%[38.3 µM]

[43] Cc1c(C#N)c(O)n(CCO)c(=O)c1N=Nc1ccc2c(c1)COC2=O
[44] CCN(CC)c1ccc(C=C2C(=O)OC(c3ccccc3)OC2=O)cc1 (stereo unspecified)
[45] C/C(=N/OCC(=O)Nc1ccc(C)cc1C)c1cccs1
[46] CCOc1ccc(-c2cc(C(=O)NCCCn3ccnc3)c3ccccc3n2)cc1
[47] COc1ccc(C2CC(c3ccc(OC)cc3)n3nc(NS(C)(=O)=O)nc3N2)cc1 (stereo unspecified)
[48] Cc1cccc(NC2=C/C(=N/S(=O)(=O)c3cccs3)c3ccccc3C2=O)c1
assay / compound,43,44,45,46,47,48
KinaseGlo FLuc,x,-1%,-4%,-7%,x,u
Epigenetic derep,-3.8%,1.5%,12%,0.6%,5.2%,-1.9%
HttQ103 aggreg,23%[9.22 µM],22%,-5%,6%,16%[9.22 µM],14%
L3MBTL1 block,x,x,x,-15%,11%,1.6µM*
NPSR antagonist,-17%,-4%,-17%[46.1 µM],-3%,3%[7.67 µM],5µM*
CBFb RUNX1 block,11%,18%,8%,5%,7%,18%
IMPase Li cell,x,-2%,21%[38.3 µM],5%,x,-7%

[49] C=CCn1c(CSCc2ccccc2)nnc1SCC(=O)N1CCN(c2ccccc2)CC1
[50] COc1ccc(NC(=O)C(NC(=O)Cc2cccs2)c2ccccc2)cc1 (stereo unspecified)
[51] COC(=O)C1=C(C)N(CCc2ccc(OC)cc2)C(=O)C1
[52] O=C(CC(=O)N1CCN(c2ccccn2)CC1)Nc1ccc2nc3n(c(=O)c2c1)CCCCC3
[53] COc1ccc(/C=N/Nc2nc(-c3cccc(S(=O)(=O)N4CCCC4)c3)cs2)c(OC)c1
[54] O=c1c(Cl)c(Cl)cnn1Cc1ccc(F)cc1
assay / compound,49,50,51,52,53,54
KinaseGlo FLuc,x,4%,6%,17%,1%,3%
Epigenetic derep,0.0%,0.0%,-4.2%,1.0%,1.0%,-1.1%
HttQ103 aggreg,-13%,8%,-8%,10%,-21%,u
L3MBTL1 block,u,1%,-8%,x,-1%,-8%
NPSR antagonist,u,7%,-17%[46.1 µM],-4%[46.1 µM],-22%,u
CBFb RUNX1 block,2%,-4%,2%,2%,-6%,1%
IMPase Li cell,x,-4%,16%[38.3 µM],18%[38.3 µM],10%,11%

Screening data: PubChem BioAssay, National Center for Advancing Translational Sciences (NCATS)
